p-CIP stab down – p/CIP protein destabilization. F442A p/CIP-EGFP cells, EGFP fluorescence, 16 h. decrease of EGFP signal, % at 10 µM. 290,000 tested, 0.01% active;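 active = EGFP signal decrease of at least 30% at 10 µM or well 3 SD below plate mean, unless failing retest; inactive = the rest, including hits failing retest or dose response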; note: some compounds called inactive have numbers as strong as hits; many of its hits are not listed in these tables
PHOSPHO1 block – blocks human PHOSPHO1 phosphatase activity. Q8TCT1. AID 1565. recombinant PHOSPHO1, absorbance phosphatase assay. inhibition, % at 13.3 µM. 290,000 tested, 1.1% active; in the data active = inhibition above about 60%
M4 PAM – CHRM4 positive allosteric modulation | P08173 | CHO-K1 hM4/Gqi5, Fluo-8 calcium fluorescence, ACh EC20; 0% = ACh EC20, 100% = maximal ACh | activation, % at 3 µM | 360,000 tested, 0.4% active | AID 624126;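 active = activation above its plate's cutoff, the mean activation of sample wells plus 3 SD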; note: some results filed as inactive read as strong as hits
MEKK3 PB1 HTS – raises or lowers MEK5 binding to the human MEKK3 PB1 domain; AID 1529; binding response (% of control), % at 10 µM; Q99759; 290,000 tested, 1.4% active; bead-based flow cytometry, Alexa488-MEK5 binding to MEKK3; actives lie on both sides; 0 = blocked by unlabeled MEK5, 100 = vehicle;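 active = binding response more than 3 SD above or below the average of its plate-row segment, actives on both sides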;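 note: Alexa488 bead fluorescence after subtracting the streptavidin-only scavenger bead signal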
CRFBP-R2 agonist – CRF-BP/CRF-R2 complex agonism; AID 588473; HEK293 CRF-R2/CRF-BP, calcium dye fluorescence (FLIPR); percent of saturating CRF peptide response; 350,000 tested, 0.46% active; activation, % at 13.2 µM;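 active = activation of at least 50%, plus an integration ratio under a set limit after plate pattern correction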;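 note: plate controls were neutral control wells without compound for no effect and CRF at EC100 for full effect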
IDE cell inh – inhibitors of human insulin-degrading enzyme in cells | P14735 | HEK cells, FAbetaB cleavage, fluorescence polarization | inhibition, % at 5.59 µM | 320,000 tested, 0.41% active | AID 434962;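 active = percent inhibition above the average of all tested compounds plus 3 SD, set per screening campaign, cut at about 16% in these data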;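 note: IDE supplied by intact live HEK cells; FP after avidin binding of uncleaved biotin substrate so inhibition keeps polarization high; 0% = DMSO wells and 100% = 60 µM reference IDE inhibitor Ii1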
IDE cell activ – activators of human insulin-degrading enzyme in cells; P14735; HEK cells, FAbeta-B cleavage, fluorescence polarization; 0% vehicle, 100% cell-free pure enzyme wells; activation, % at 5.96 µM; 340,000 tested, 0.073% active; AID 493087;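 active = activation above the mean of all tested compounds plus 3 SD, set per screening campaign, cut at about 17% in these data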
CRFBP-R2 block – CRF-BP/CRF-R2 complex antagonism; HEK293 CRF-R2/CRF-BP, CRF-induced calcium fluorescence; inhibition, % at 11.8 µM; 350,000 tested, 0.59% active; AID 588475;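 active = inhibition of the ligand-induced calcium signal above about 50% at the single tested concentration, limit read from the data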
GalR3 antagonist – antagonists of human GalR3 | 360,000 tested, 0.44% active | HEK293 GalR3-CNG cAMP membrane potential fluorescence; galR3 body fused to GalR1 C-terminus | inhibition, % at 3 µM | O60755 | AID 651719;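 active = inhibition above the screen-wide average plus 3 SD, cut at about 13% in these data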;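 note: forskolin and galanin both at EC90 stimulate the cells; cAMP rise reported by CNG channel membrane potential dye signal; 0% = forskolin plus galanin with DMSO and 100% = forskolin alone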
An asterisk follows results filed as active; nt = not tested or not shown; [ ] = another dose, or the depositor's remark.

Results follow in this order: p-CIP stab down | PHOSPHO1 block | M4 PAM | MEKK3 PB1 HTS | CRFBP-R2 agonist | IDE cell inh | IDE cell activ | CRFBP-R2 block | GalR3 antagonist
- O=C(Nc1cccc2ccccc12)/C(Cl)=C/c1ccccc1
→ -1 | 0 | 1 | 102 | -2.2 | -2 | 2 | 18 | -2
- Cn1c(/C(C#N)=C2/CCCCCN2)nc2ccccc21
→ -13 | -18 | 8 | 102 | -1.0 | -1 | 4 | 7 | -3
- Cc1ccc(C(C(=O)NCC2CCCO2)N(Cc2ccccc2)C(=O)c2ccc(-c3ccccc3)[nH]2)o1 (stereo unspecified)
→ 6 | -6 | -6 | 101 | -0.8 | 21* | -13 | -6 | -4
- OCCNCCCCOc1ccccc1F
→ -2 | 34 | 6 | 107 | 1.9 | 3 | -6 | -10 | -6
- COc1ccccc1NS(=O)(=O)c1ccc2c(c1)CCN2C(=O)CCC(=O)O
→ -12 | 11 | 3 | 109 | 0.1 | 4 | 2 | 2 | -13
- O=C(CSc1nc(O)cc(=O)n1-c1ccccc1)Nc1ccc(Br)cn1
→ -12 | -27 | 0 | 67 | -3.6 | -2 | 2 | 13 | 1
- CCCCNC(=O)N1CCc2[nH]c3ccccc3c2C1
→ -9 | 14 | -5 | 104 | 3.8 | nt | 4 | -19 | -11
- COc1ccc(C(=O)NC(=S)Nc2cccc3nc(C)ccc23)cc1OC
→ -3 | 12 | 0 | 102 | 3.8 | 7 | nt | 8 | -2
- O=c1oc(CCCO)cc2ccc(Br)cc12
→ nt | nt | 0 | nt | 2.4 | 4 | -4 | 16 | 1
- O=C(CN1CCC2(CC1)OCCO2)c1c[nH]c2ccccc12
→ -3 | 4 | nt | 95 | 5.0 | 2 | nt | 2 | 0
- CCOc1ccc2[nH]c(=O)c(CN(CCc3ccccc3)C(=O)c3cnccn3)cc2c1
→ 0 | -9 | -2 | 104 | -1.3 | -2 | 0 | 4 | 0
- Cc1ccc(C)n1-c1ccc(C(=O)NCc2ccncc2)cc1
→ 12 | 32 | 11 | 50*[inhibitor] | 0.2 | -4 | 0 | 9 | -7
- O=C(OCC(=O)c1c[nH]c2ccccc12)c1ccc(OC(F)F)cc1
→ nt | nt | -4 | nt | 2.6 | nt | nt | -1 | -7
- CN(CCOc1ccccc1)C(=O)c1ccc2c(=O)n3c(nc2c1)CCC3
→ nt | nt | 2 | nt | 2.4 | 4 | -6 | -10 | -4
- CCCN(CCC)CCN1C(=O)C2C(C(=O)Nc3ccc(C)cc3)C3C=CC2(O3)C1C(=O)NC1CCCCC1 (stereo unspecified)
→ -21 | 43 | -1 | 101 | -2.3 | -3 | 1 | -9 | -8
- Nc1c(C(=O)c2ccccc2)sc(Nc2ccccc2)c1S(=O)(=O)c1ccccc1
→ -1 | -3 | 1 | 98 | 0.8 | 10 | 2 | -15 | -3
- O=C1[C@@H]2C(c3ccccc3Cl)=NO[C@@H]2C(=O)N1Cc1ccccc1
→ -1 | 14 | 3 | 94 | -0.2 | 3 | 4 | 3 | 0
- CCCOc1ccc2ccccc2c1/C=N/n1cnnc1
→ -19 | -18 | 8 | 97 | -2.8 | 8 | 3 | 7 | 0
- Cc1ccccc1CN1C(=O)CSc2ccc(C(=O)N3CCOCC3)cc21
→ -3 | -14 | 9 | 100 | -2.3 | 1 | 0 | 1 | 0
- COc1ccc(-c2noc(CCC(=O)Nc3nc4ccccc4s3)n2)cc1
→ -6 | -14 | nt | 101 | 7.2 | -5 | nt | 20 | 1
- CC(=O)c1ccc(OCC(=O)NC(=O)NC2CCCCC2)cc1
→ -3 | 38 | -11 | 102 | 1.7 | -9 | -2 | 1 | 3
- CC(=O)N/C(=C\c1ccccc1)C(=O)Nc1ccc(O)cc1
→ -2 | 6 | -1 | 72 | 6.6 | -3 | -2 | 24 | -4
- Fc1ccc(-n2nnc(-c3ccccc3Br)n2)cc1
→ -6 | 34 | 1 | 108 | -0.1 | 2 | 2 | 9 | -1
- CN(C)CC(=O)Nc1ccc2cn[nH]c2c1
→ 10 | 9 | -6 | 105 | -0.2 | 6 | 0 | -5 | 0
- Nc1nonc1-c1noc(-c2ccccc2Br)n1
→ -7 | 16 | -4 | 100 | -2.1 | 2 | -4 | 13 | -5
- COc1ccc(NC(=O)Nc2ccccc2F)c([N+](=O)[O-])c1
→ -13 | 26 | 6 | 102 | -1.8 | -1 | 2 | -9 | -7
- O=c1[nH]ncc(N/N=C\c2cccs2)c1Cl
→ -6 | 42 | -3 | 98 | -0.2 | -3 | -3 | -13 | -3
- O=C(NNC(=S)Nc1ccccc1)c1ccc(O)cc1
→ -17 | -148 | -3 | 103 | 0.8 | -2 | 1 | 4 | 2
- Cc1ccc(C(=O)NCC(=O)NCc2ccc(Cl)cc2)s1
→ nt | nt | 4 | nt | -4.3 | 4 | -6 | 3 | -4
- COC(OC)c1ccnc(-c2ccc(OC(=O)c3ccccc3)cc2)n1
→ -7 | 28 | -10 | 107 | 0.8 | 0 | -4 | 40 | -8
- Nc1cc(S(=O)(=O)c2ccc(O)c(N)c2)ccc1O
→ -14 | 34 | 6 | 88 | -0.8 | -2 | 7 | -8 | -7
- Cc1ccc(/C=C2\C(=O)NC(=O)N2C)o1
→ -12 | 26 | -1 | 99 | 0.0 | -2 | 3 | 2 | 1
- O=C(COC(=O)C1CC1)c1c[nH]c2ccccc12
→ -4 | -11 | 7 | 102 | -0.2 | 2 | -1 | -5 | -6
- CCOC(=O)COc1ccc2c(c1)c(C(C)=O)c(C)n2-c1ccc(OC)cc1
→ 0 | 11 | -11 | 104 | -0.1 | -1 | -1 | 18 | -5
- CC(C)(C)OC(=O)N1CCCC(C(=O)Nc2cccc(C(=O)NCCCc3ccccc3)c2)C1 (stereo unspecified)
→ nt | nt | -9 | nt | -0.8 | nt | 3 | 3 | 0
- CN(C)c1nc(OCCNC(=O)Nc2ccccc2)nc(N2CCOCC2)n1
→ -14 | -9 | -3 | nt | 3.0 | nt | -2 | -35 | -2
- CCOC(=O)c1cc2c(ccc3nc(C)c(C)c32)[nH]c1C
→ -9 | 26 | -8 | 98 | 5.7 | 2 | -2 | 7 | -8
- O=S(=O)(N1CCCCCC1)N1CCN(S(=O)(=O)N2CCCCC2)CC1
→ 20 | 7 | -5 | 102 | -0.4 | 0 | 8 | 6 | -7
- O=c1cc(-c2ccccc2)nc2c(Cl)cc(Cl)cn12
→ nt | nt | 8 | nt | -1.5 | nt | nt | -3 | -5
- O=C(O)CC(Cc1ccccc1)C(=O)NCC12CC3CC(CC(C3)C1)C2 (stereo unspecified)
→ -18 | -10 | 7 | 100 | -2.3 | -1 | 9 | 1 | -3
- Cc1cccc(N=C2N=C(N)c3ccccc32)c1
→ -9 | -10 | 1 | 97 | -0.5 | -2 | 2 | 1 | -4
- COC(=O)N1CCN(c2ccc(C(C)=O)cc2)CC1
→ -4 | 15 | 3 | 107 | -1.2 | 2 | 0 | 5 | -6
- O=C(O)C1CN(C(=O)c2ccccc2)c2cc(Cl)ccc2O1 (stereo unspecified)
→ -2 | 20 | 10 | 101 | -3.7 | 1 | -3 | 8 | -4
- COc1ccc(-c2cc([C@H]3[C@H]4C=CC[C@@H](C)[C@@H]4C(=O)N3Cc3ccccc3)ccc2F)cc1OC
→ -4 | 18 | -8 | 98 | -0.1 | -5 | 6 | 2 | 5
- CCCCN(CC)Cc1ccc(CNC(=O)Nc2ccc(OC)cc2OC)o1
→ -3 | -15 | 5 | 105 | 2.9 | -1 | 3 | 5 | -3
- Cc1ccc(C)c2nc(Cl)c(C#N)cc12
→ -24 | 5 | -8 | 100 | 0.0 | -1 | 2 | 6 | -2
- Cc1cccc(C)c1OCC(=O)Nc1ccccc1C(=O)N1CCOCC1
→ -13 | 47 | 0 | 97 | -0.7 | -2 | 6 | -4 | -4
- CCCC1=C(C(=O)OCC)C(c2cccs2)n2ncnc2N1 (stereo unspecified)
→ 10 | 3 | -2 | 92 | -0.5 | 0 | -1 | 5 | -2
- Cc1ccc(C)c(OCCOCCN2CCOCC2)c1
→ -7 | -39 | 10 | 95 | -0.8 | 1 | 5 | -2 | -10
- COc1cc(NC(=O)c2ccc(-c3cccc(F)c3)o2)ccc1NC(=O)c1ccccc1Cl
→ nt | nt | 18 | nt | 1.4 | 1 | 6 | -6 | 3
- CC(=O)Nc1sc(C)c(C)c1C(=O)OCC(=O)N(Cc1ccccc1)C(C)C
→ nt | nt | 12 | nt | 1.0 | -2 | 2 | -8 | -6
- COc1ccc(OC)c(NC(=O)C2=C(C)Nc3ncnn3C2c2cccs2)c1 (stereo unspecified)
→ 7 | -21 | -3 | 105 | 0.2 | 4 | 0 | 0 | 2
- COc1ccc(C)cc1NC(=O)C(OC(=O)CNC(=O)c1cc(C)cc(C)c1)c1ccccc1 (stereo unspecified)
→ 0 | 6 | -5 | 102 | -1.1 | -2 | 1 | 23 | -1
- COc1ccc(-c2cc(C(=O)N(C)CC(=O)Nc3cccc(F)c3)c3ccccc3n2)cc1OC
→ nt | nt | -10 | nt | -0.9 | nt | nt | -7 | -7
- O=S1(=O)N=C(c2ccccc2)C=C(c2ccccc2)N1
→ nt | nt | 1 | nt | -2.5 | nt | 4 | -8 | -4
- CCCc1nnc(SCC(=O)Nc2ccc3c(c2)OCCO3)n1CCOC
→ -10 | 40 | -2 | 91 | 0.3 | 1 | -1 | 4 | -8
- COc1ccc(C(=O)NCc2nnc(SCC(=O)NC3=NCCS3)n2C)cc1
→ -9 | 23 | 0 | 71*[inhibitor] | 3.0 | -1 | -1 | -3 | -10
- Cc1ccc(S(=O)(=O)N(C)c2cc(S(=O)(=O)Nc3ccncc3)c(C)cc2C)cc1
→ -2 | -1 | 6 | 92 | -4.3 | 1 | 3 | 21 | 0
- CC(=O)N1CCc2c(sc(NC(=O)CCS(=O)(=O)c3ccc(C)cc3)c2C(N)=O)C1
→ nt | nt | 4 | nt | 5.0 | -3 | 2 | 0 | -2

Looked up above:
Result of COc1ccc(OC)c(NC(=O)C2=C(C)Nc3ncnn3C2c2cccs2)c1 (stereo unspecified) under IDE cell inh: 4
Result of COc1ccc(C)cc1NC(=O)C(OC(=O)CNC(=O)c1cc(C)cc(C)c1)c1ccccc1 (stereo unspecified) under PHOSPHO1 block: 6
Result of COc1cc(NC(=O)c2ccc(-c3cccc(F)c3)o2)ccc1NC(=O)c1ccccc1Cl under CRFBP-R2 agonist: 1.4
Result of Cc1ccc(C)c2nc(Cl)c(C#N)cc12 under PHOSPHO1 block: 5
Result of CC(=O)Nc1sc(C)c(C)c1C(=O)OCC(=O)N(Cc1ccccc1)C(C)C under CRFBP-R2 block: -8

An excerpt from above in order of molecular weight, high to low:
Results follow in this order: p-CIP stab down | PHOSPHO1 block | M4 PAM | MEKK3 PB1 HTS | CRFBP-R2 agonist | IDE cell inh | IDE cell activ | CRFBP-R2 block | GalR3 antagonist
- COc1ccc(-c2cc(C(=O)N(C)CC(=O)Nc3cccc(F)c3)c3ccccc3n2)cc1OC
→ nt | nt | -10 | nt | -0.9 | nt | nt | -7 | -7
- Cc1cccc(C)c1OCC(=O)Nc1ccccc1C(=O)N1CCOCC1
→ -13 | 47 | 0 | 97 | -0.7 | -2 | 6 | -4 | -4
- Cc1cccc(N=C2N=C(N)c3ccccc32)c1
→ -9 | -10 | 1 | 97 | -0.5 | -2 | 2 | 1 | -4
